MT1-MMP txn act: MT1-MMP promoter transcription activation; HT1080 MT1-MMP promoter luciferase reporter, luminescence, overnight; active compounds read high; activation factor at 10 µM; hit rate 0.16% among 86,000; AID 750;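 active = activation factor of at least 2 for MT1-MMP transcription at 10 µM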
Plk1 PBD FP: blocks phosphopeptide binding to human Plk1 polo box domain | P53350 | Plk1 PBD phosphopeptide binding, fluorescence polarization | inhibition, %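 (tested at about 20 µM)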 | hit rate 0.13% among 97,000 | AID 693; in the data active = inhibition above about 34%, passing the limit was not always enough
Target sequence (P53350 whole entry, looked up, the tested form may be a part): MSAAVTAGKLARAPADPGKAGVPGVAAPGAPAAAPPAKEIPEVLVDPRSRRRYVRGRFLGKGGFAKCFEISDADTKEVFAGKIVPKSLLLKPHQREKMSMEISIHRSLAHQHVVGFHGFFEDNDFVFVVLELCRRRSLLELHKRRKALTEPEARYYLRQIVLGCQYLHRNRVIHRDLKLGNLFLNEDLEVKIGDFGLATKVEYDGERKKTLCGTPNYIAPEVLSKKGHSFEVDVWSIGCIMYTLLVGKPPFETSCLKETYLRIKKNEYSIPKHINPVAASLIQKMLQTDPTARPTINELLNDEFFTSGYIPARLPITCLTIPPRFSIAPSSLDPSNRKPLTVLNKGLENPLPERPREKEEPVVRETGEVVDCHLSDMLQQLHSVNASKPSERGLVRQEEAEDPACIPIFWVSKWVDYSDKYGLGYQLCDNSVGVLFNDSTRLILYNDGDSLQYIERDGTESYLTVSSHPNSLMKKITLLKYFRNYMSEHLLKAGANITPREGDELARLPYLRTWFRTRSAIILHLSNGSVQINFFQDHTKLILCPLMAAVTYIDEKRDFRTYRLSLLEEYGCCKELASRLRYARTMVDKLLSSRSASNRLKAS
PLK1 inh: PLK1 (human) kinase inhibition; P53350; recombinant PLK1 kinase, TR-FRET peptide phosphorylation; inhibition, % at 10 µM; hit rate 0.53% among 97,000; AID 619;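 active = inhibition of 50% or more in the single-concentration screen; inactive = inhibition below 50%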;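 note: 0% = DMSO max control and 100% = H-89 dihydrochloride min control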
HIV Rev-RRE inh: disrupts HIV-1 Rev binding to RRE RNA; P05866; Rev peptide-RRE RNA binding, FRET; inhibition, % at 8 µM; hit rate 0.79% among 97,000; AID 704;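 active = inhibition above the screen-wide mean plus 3 SD, cut at about 35% in these data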;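 note: 0% = median DMSO wells and 100% = median Neomycin B control wells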
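Assay system: labelled RRE RNA duplex and labelled Rev peptide / Medium: HEPES pH 7.5 salt buffer with EDTA / Reagent: labelled Rev peptide / Schedule: 5 + 15 min at 25 °C / Signal: FRET, excitation 480 nm, emission 540 nm donor and 671 nm acceptor / Benchmarks: DMSO and neomycin B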
S1P2 agonist: S1P2 (human) receptor agonism; O95136; S1P2-expressing cell line, agonist reporter read-out; activation, % at 4.5 µM; hit rate 0.46% among 97,000; in the data active = activation above about 16%;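 note: 0% = vehicle low control and 100% = maximal reference agonist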
Target sequence (O95136 whole entry, looked up): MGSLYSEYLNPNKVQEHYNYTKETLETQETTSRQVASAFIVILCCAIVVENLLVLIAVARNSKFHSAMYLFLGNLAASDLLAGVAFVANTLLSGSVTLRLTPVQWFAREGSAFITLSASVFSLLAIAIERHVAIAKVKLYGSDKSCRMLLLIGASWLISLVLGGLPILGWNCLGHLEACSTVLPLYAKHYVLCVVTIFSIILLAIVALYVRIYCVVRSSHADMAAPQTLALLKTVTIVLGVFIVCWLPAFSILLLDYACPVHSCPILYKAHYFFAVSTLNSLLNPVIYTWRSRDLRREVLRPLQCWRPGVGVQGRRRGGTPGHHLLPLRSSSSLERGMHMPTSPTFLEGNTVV
PLAP activator: activators of human placental alkaline phosphatase | hit rate 1.2% among 96,000 | activation fold at 20 µM | AID 696 | purified PLAP enzyme, luminescent substrate read-out; active compounds read high | P05187; in the data active = activation fold above about 2
FAK blocker: FAK (human) kinase inhibition; Q05397; biochemical FAK kinase activity assay; inhibition, %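 (tested at 7 µM)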; hit rate 0.84% among 97,000; AID 727; in the data active = inhibition above about 19%;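 note: 0% = DMSO and 100% = reference compound high control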
EphB4 antag: blocks human EphB4 binding to ephrin-B2 | P54760 | hit rate 0.15% among 97,000 | EphB4 LBD / TNYL-RAW-Alexa532 peptide, fluorescence polarization | AID 720 | inhibition, % at 7 µM;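 active = inhibition above the screen-wide mean inhibition plus 3 SD, cut at about 15% in these data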;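 note: 0% = DMSO wells and 100% = excess unlabeled TNYL-RAW peptide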
S1P2 blocker: blocks the human S1P2 receptor; O95136; cell-based S1P2 antagonist assay, inhibition at 5 uM; inhibition, % at 5 µM; hit rate 0.21% among 97,000; AID 736; in the data active = inhibition above about 45%;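 note: CRE beta-lactamase reporter cells expressing human S1P2 stimulated with S1P; 0% = agonist at EC80 alone and 100% = agonist plus reference antagonist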
* marks the source's active call; other numbers are inactive results; . = not tested or not shown.

SMILES	MT1-MMP txn act	Plk1 PBD FP	PLK1 inh	HIV Rev-RRE inh	S1P2 agonist	PLAP activator	FAK blocker	EphB4 antag	S1P2 blocker
CCCNC(=O)CN(Cc1ccccc1F)S(=O)(=O)c1ccc(C)cc1	1.3	-3	-16	8	0	1.6	-1	3	1
Cn1c(=O)c2cn(-c3ccccc3)cc2n(C)c1=O	1.1	11	-6	3	3	1	5	-3	-27
CCCS(=O)(=O)c1c(S(=O)(=O)CCC)c2c3ccccc3ccn2c1C(=O)OC	1.2	-15	-1	0	-4	.	1	0	-3
Cc1ccc(C)c(N2CCN(C(=O)c3cn(C)c4ccc(S(=O)(=O)N(C)C)cc4c3=O)CC2)c1	.	-25	1	4	2	1.5	-1	-2	-10
Cc1ccc2c(C(=O)CN3CCN(C4CCCCC4)CC3)c(C)[nH]c2c1	1.2	-8	-7	9	-6	1.4	0	3	20
O=C(N/N=C/c1cccs1)c1cc(-c2ccc3ccccc3c2)n[nH]1	.	34	-8	14	-5	1.4	20*	2	-2
CCCc1noc2c1/C(=N\O)CC(c1ccccc1)C2 (stereo unspecified)	1.1	-8	-2	5	-4	.	0	7	-13
Cc1[nH]c(=O)[nH]c(=O)c1S(=O)(=O)Nc1ccc(Oc2ccccc2)cc1	1.1	-10	-19	6	4	1.7	1	-7	-8
O=C(NC1CCCCC1)C1CC(O)CN1C(=O)OCc1ccccc1 (stereo unspecified)	1.1	-7	-2	2	-2	1.1	2	5	-9
Cc1ccc(-c2cnc(N)n2C)cc1C	1.3	15	-10	9	0	1.6	2	3	8
O=C(Cc1cccs1)N(c1ccc(Cl)cc1)C1C=CS(=O)(=O)C1 (stereo unspecified)	1.2	-9	-5	2	-6	1.1	2	-3	3
O=C(Cc1ccc(S(=O)(=O)N2CCCC2)s1)Nc1nc2c(s1)CCCC2	1.1	12	-3	13	-3	1.3	13	-3	8
O=C1CN(S(=O)(=O)c2ccccc2)CC(=O)N1CCc1ccccc1	1	-7	-8	6	-6	0.8	-9	-1	4
CC(C)OC(=O)c1c(NC(=O)Cn2cnc([N+](=O)[O-])n2)sc2c1CCCC2	.	-27	4	8	-6	0.8	3	-9	-22
Cc1ccc(-n2nc(C(=O)c3ccccc3)n3c(=O)c(Cc4ccccc4)nnc23)cc1	0.9	-15	-10	-2	0	.	8	-2	-13
CCOc1ccc2nc3c(cc2c1)CN(CCOC)C(=NCCOC)S3	1	15	-7	-1	-3	1.1	3	3	9
O=c1c2ccccc2c2c(O)nc(-c3ccccc3)n2n1Cc1ccccc1	.	14	0	7	-9	1.4	1	-2	2
CN(c1cccc(NC(=O)Nc2cccc(Cl)c2)c1)S(C)(=O)=O	1.5	12	-2	8	-6	1.3	4	4	3
CC(C)C(=O)Nc1ccc(C(=O)NC2CCSC2=O)cc1 (stereo unspecified)	1.2	8	-8	1	-2	1.4	-3	6	3
COc1ccc(OCC(O)CN(C2CCCCC2)C2CCCCC2)cc1 (stereo unspecified)	1.1	-4	-13	1	0	0.9	1	-5	10
Cc1cc(NC(=O)c2cccc(S(=O)(=O)N3CCCCCC3)c2)no1	1.1	20	1	3	-3	0.8	0	-1	-24
CCOC(=O)c1cc(-c2ccccc2)sc1NC(=O)C(C)(C)C	.	-20	-7	2	-2	1.1	-1	0	5
COc1ccccc1CNC(=O)CCNC(=O)Cn1ccc2ccccc2c1=O	1	-22	-11	10	-5	1	-1	7	25
O=C(Nc1ccc2nccnc2c1)c1cnccn1	1.4	-9	-8	2	-3	0.9	-1	1	-29
COc1ccc(-c2nnn(CC(=O)N(CC(=O)NC3CCCC3)Cc3cccs3)n2)cc1OC	1.1	-4	-19	5	-8	1.5	2	4	9
The listing continues.
SMILES	MT1-MMP txn act	Plk1 PBD FP	PLK1 inh	HIV Rev-RRE inh	S1P2 agonist	PLAP activator	FAK blocker	EphB4 antag	S1P2 blocker
COc1ccc(NC(=O)NCCCN2CCCCC2C)cc1 (stereo unspecified)	1.3	9	-5	1	-6	1.1	-2	-2	18
O=C(c1sccc1-n1cccc1)N1CCCC1	1	2	-6	5	-3	1	1	1	17
O=C(Nc1ccc2oc(-c3ccccc3Cl)nc2c1)c1ncn[nH]1	0.8	-19	-4	0	2	2*	5	-5	-7
O=C(CC(CC(=O)c1ccccc1)C(=O)O)c1ccccc1	1.2	-21	-31	11	-6	1.2	0	3	-31
O=C(NC1CCCCC1)C(c1ccc(Cl)cc1)N1CCC2(CC1)OCCO2 (stereo unspecified)	1.1	19	-13	2	-2	1.4	0	1	0
Nc1nc2n(n1)C(c1c(F)cccc1Cl)CC(c1ccc(F)cc1)N2 (stereo unspecified)	1.1	6	-10	1	-7	.	-2	-7	-2
COc1ccc(NC(=O)CSc2nc3ncccc3[nH]2)cc1OC	1.2	28	48	2	-2	2*	1	0	19
CCCNc1nc(OC(C(F)(F)F)C(F)(F)F)nc(OC(C(F)(F)F)C(F)(F)F)n1	.	11	-10	12	-8	1.1	0	3	3
Cc1ccc2cc(CCNC(=O)c3ccco3)c(=O)[nH]c2c1	1.6	-6	-13	1	-8	.	-2	-6	-20
O=C(CCC(=O)N1CCN(C2CCCC2)CC1)Nc1nnc(C(F)(F)F)s1	1	-6	3	6	-3	1.5	-9	4	6
COc1ccc(-n2c3c(cc(C(=O)Nc4ccc5c(c4)C(=O)NC5=O)c2=O)C(=O)CCC3)cc1	1.1	-16	-8	3	-4	.	2	4	16
O=C(CSc1nnc(-c2ccccn2)n1Cc1ccccc1)N1CCCC1	1.1	4	-7	6	-4	1.4	-3	-1	-1
CCOc1ccc(/C(O)=C2\C(=O)C(=O)N(c3cc(C)on3)C2c2ccccc2OC)cc1 (stereo unspecified)	1.2	-28	-17	-5	0	1	-8	-3	3
CCOC(=O)Cn1c(=O)sc2ccccc21	1.2	7	-5	1	-5	1.1	4	-10	-13
CCCCN(CCCC)S(=O)(=O)c1ccc2[nH]c(=O)[nH]c2c1	1.2	13	2	13	-2	1.5	-1	-3	-5
O=C(Nc1ccc2ccccc2c1)Nc1ccc2snnc2c1	1.1	11	-8	16	-1	0.9	0	5	-5
Cc1ccc(NCc2nnc(SCCN3CCCCC3)n2CC2CCCO2)cc1Cl (stereo unspecified)	1	-5	-4	11	-4	2*	-1	-1	20
C/C=C(\C)C(=O)OC1c2c(ccc3ccc(=O)oc23)OC(C)(C)C1OC(C)=O (stereo unspecified)	1.2	9	-5	3	3	.	1	-4	-35
Cn1c2ccc(F)cc2c2ncn(CCCN(CCO)CCO)c(=O)c21	1.1	0	-2	-2	-7	1.1	-1	1	4
O=C(Nc1ccc(F)cc1)c1nsc(Cl)c1Cl	1.7	21	-9	8	-5	.	1	5	-8
O=C1CCC(=O)N1CCc1c[nH]c2ccccc12	1.1	-9	-7	-2	-9	1.1	-6	-2	19
Cc1ccc(S(=O)(=O)Nc2ccc3c(c2)nc(CN2CCCC2)n3C)cc1	1	-5	-6	0	-2	0.9	0	-3	-16
Cc1ccc(C)n1-n1cnc2sc(-c3ccccc3)cc2c1=O	1.2	-15	-8	-3	-2	1	2	-7	-3
CCCCOC(=O)C1[C@H]2C(=O)N(CCc3ccccc3)C[C@]23C=C[C@H]1O3 (stereo partly specified)	1	1	-5	2	-5	1.4	-4	-2	-4
CCCCOC(=O)c1ccc(NC(=O)C(=O)NCC2CCCO2)cc1 (stereo unspecified)	.	-11	-18	7	-6	1.1	5	1	-4
(listing goes on)
SMILES	MT1-MMP txn act	Plk1 PBD FP	PLK1 inh	HIV Rev-RRE inh	S1P2 agonist	PLAP activator	FAK blocker	EphB4 antag	S1P2 blocker
CC(C)(C)c1ccc(NC(=O)NCc2ccco2)cc1	1.1	5	-5	1	0	1.1	3	2	24
O=C1OC(c2ccccc2)/C(=C(/O)c2ccc(Cl)cc2)C1=O (stereo unspecified)	1	-8	-6	14	-3	1.2	-4	-2	3
NC(=O)CN(c1ccccc1)C1SC(=O)N(Cc2ccccc2)C1=O (stereo unspecified)	1.1	2	-5	4	-3	0.9	3	4	6
COc1ccc2cc(C(c3nnnn3C3CCCC3)N3CCCCCC3)c3nnnn3c2c1 (stereo unspecified)	1.3	-15	-12	5	-6	.	1	5	6
CCOC(=O)Cc1csc(NC(=O)c2cnc3scc(C)n3c2=O)n1	1.1	25	1	-2	-5	.	-6	-3	7
CC(=O)NN1C(=O)c2ccc(Oc3cccc([N+](=O)[O-])c3)cc2C1=O	.	17	-8	4	-4	0.9	8	13	15
O=C(Nc1ccccc1)c1ccc2c(c1)OCCO2	1.1	-30	-11	11	-7	1	6	10	24
Clc1ccc(C2=Nn3c(nnc3-c3cccnc3)SC2)s1	1.4	27	15	0	-6	0.9	5	-10	-2
Cc1ccc(OCc2nn3c(-c4ccco4)nnc3s2)cc1	1.2	-16	-2	17	-8	1.1	6	9	-5
CCOC(=O)c1ccccc1NC(=O)N[C@@H](C)C(=O)OC	0.9	6	-11	8	1	1	-1	-1	-14
CCn1cc([N+](=O)[O-])c(C(=O)Nc2ccc(Br)cn2)n1	.	3	-13	3	-4	0.9	4	-7	18

Part of the list above in order of number of heavy atoms, falling:
SMILES	MT1-MMP txn act	Plk1 PBD FP	PLK1 inh	HIV Rev-RRE inh	S1P2 agonist	PLAP activator	FAK blocker	EphB4 antag	S1P2 blocker
COc1ccc2cc(C(c3nnnn3C3CCCC3)N3CCCCCC3)c3nnnn3c2c1 (stereo unspecified)	1.3	-15	-12	5	-6	.	1	5	6
Cc1ccc(S(=O)(=O)Nc2ccc3c(c2)nc(CN2CCCC2)n3C)cc1	1	-5	-6	0	-2	0.9	0	-3	-16
CCCCOC(=O)C1[C@H]2C(=O)N(CCc3ccccc3)C[C@]23C=C[C@H]1O3 (stereo partly specified)	1	1	-5	2	-5	1.4	-4	-2	-4
CCOC(=O)Cc1csc(NC(=O)c2cnc3scc(C)n3c2=O)n1	1.1	25	1	-2	-5	.	-6	-3	7
Cc1ccc(C)n1-n1cnc2sc(-c3ccccc3)cc2c1=O	1.2	-15	-8	-3	-2	1	2	-7	-3
Cc1ccc(OCc2nn3c(-c4ccco4)nnc3s2)cc1	1.2	-16	-2	17	-8	1.1	6	9	-5
CCOC(=O)c1ccccc1NC(=O)N[C@@H](C)C(=O)OC	0.9	6	-11	8	1	1	-1	-1	-14
CCn1cc([N+](=O)[O-])c(C(=O)Nc2ccc(Br)cn2)n1	.	3	-13	3	-4	0.9	4	-7	18
O=C(Nc1ccccc1)c1ccc2c(c1)OCCO2	1.1	-30	-11	11	-7	1	6	10	24
O=C1CCC(=O)N1CCc1c[nH]c2ccccc12	1.1	-9	-7	-2	-9	1.1	-6	-2	19

Sorted by value in MT1-MMP txn act (smallest number first): 3 of the compounds above.
canonical_smiles	MT1-MMP txn act	Plk1 PBD FP	PLK1 inh	HIV Rev-RRE inh	S1P2 agonist	PLAP activator	FAK blocker	EphB4 antag	S1P2 blocker
CCOC(=O)c1ccccc1NC(=O)N[C@@H](C)C(=O)OC	0.9	6	-11	8	1	1	-1	-1	-14
CC(C)(C)c1ccc(NC(=O)NCc2ccco2)cc1	1.1	5	-5	1	0	1.1	3	2	24
COc1ccc2cc(C(c3nnnn3C3CCCC3)N3CCCCCC3)c3nnnn3c2c1 (stereo unspecified)	1.3	-15	-12	5	-6	.	1	5	6

Assay outcomes from PubChem BioAssay.
